U2OS ROS induce: raises reactive oxygen species in U2OS cancer cells; hit rate 2% among 46,000; AID 624156; U2OS ROS induction, H2DCF-DA fluorescence; ROS induction (% of piperlongumine), % at 10 µM; in the data active = ROS induction above about 79%, passing the limit was not always enough; inconclusive = no clear call, values can overlap the other calls;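 also: 0% = DMSO vehicle median and 100% = reference compound median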
Starred values were filed as active, the others as inactive; u = inconclusive. Some of the compounds tested; rates above refer to the full screens.

SMILES	U2OS ROS induce
Cc1ccc(S(=O)(=O)N(C)C[C@@H]2Oc3c(NC(=O)C4CC4)cccc3C(=O)N([C@H](C)CO)C[C@H]2C)cc1	-5.7
C[C@H](CO)N1C[C@H](C)[C@@H](CN(C)Cc2ccc(Oc3ccccc3)cc2)Oc2c(NS(=O)(=O)c3cn(C)cn3)cccc2C1=O	7.2
C[C@@H]1CN([C@H](C)CO)C(=O)Cc2cc(NS(C)(=O)=O)ccc2O[C@H]1CN(C)S(=O)(=O)c1ccc(F)cc1	8.5
COc1cc(/C=N/NC(=O)c2ccccc2O)cc(OC)c1OC	0.8
Cc1noc(C)c1S(=O)(=O)Nc1cccc2c1O[C@H](CN(C)Cc1ccc(Cl)c(Cl)c1)[C@H](C)CN([C@H](C)CO)C2=O	-3.9
O=C(c1ccc(Cl)c(Cl)c1)N1CCc2ccccc21	-4.3
C[C@@H]1CN([C@@H](C)CO)C(=O)c2cc(NC(=O)CCC(F)(F)F)ccc2O[C@H]1CN(C)S(=O)(=O)c1ccc(Cl)cc1	-2.3
C[C@@H]1CN([C@@H](C)CO)C(=O)c2cc(N(C)C)ccc2O[C@@H]1CN(C)C	3.6
O=C(Oc1ccccc1)c1cccc(COC(=O)c2cc3ccccc3oc2=O)c1	-7.3
O=C(CSc1nc2[nH]ncc2c(=O)n1-c1ccccc1)Nc1ccc(F)c(Cl)c1	-6.0
Cc1noc(C)c1S(=O)(=O)Nc1ccc2c(c1)CC(=O)N([C@H](C)CO)C[C@@H](C)[C@@H](CN(C)Cc1ccc(C(=O)Nc3ccccc3N)cc1)O2	3.5
C[C@@H]1CN([C@H](C)CO)C(=O)c2cc(NS(C)(=O)=O)ccc2O[C@H]1CN(C)CC1CCCCC1	-13.5
COc1ccc(S(=O)(=O)N(C)C[C@H]2Oc3c(NC(=O)Nc4ccc(C(F)(F)F)cc4)cccc3C(=O)N([C@@H](C)CO)C[C@@H]2C)cc1	39.9
C[C@@H]1CN([C@@H](C)CO)C(=O)c2cccc(NC(=O)CCCCCC(=O)Nc3ccccc3N)c2O[C@@H]1CN(C)Cc1ccccc1	2.8
C[C@@H]1CN([C@@H](C)CO)C(=O)c2cc(NC(=O)C3CCCCC3)ccc2O[C@@H]1CN(C)S(=O)(=O)c1ccc(F)cc1	11.0
C[C@H]1CN([C@@H](C)CO)C(=O)c2cccc(NS(=O)(=O)c3cn(C)cn3)c2O[C@@H]1CN(C)Cc1ccc(Oc2ccccc2)cc1	30.9
C[C@H](CO)N1C[C@H](C)[C@@H](CN(C)Cc2ccc(C(F)(F)F)cc2)Oc2ccc(N(C)C)cc2C1=O	u
Cc1ccc(S(=O)(=O)N(C)C[C@@H]2Oc3c(NC(=O)Nc4ccc(C(F)(F)F)cc4)cccc3C(=O)N([C@@H](C)CO)C[C@@H]2C)cc1	1.6
Cc1cccc(C(=O)O)c1O	0.5
Cc1ccc2oc(-c3cc(NC(=O)c4ncn[nH]4)ccc3O)nc2c1	146.5*
C[C@H]1CN([C@@H](C)CO)C(=O)Cc2cc(NC(=O)CCCN(C)C)ccc2O[C@H]1CN(C)CC1CCCCC1	-0.5
c1cncc(-c2nc3c4c5c(sc4ncn3n2)CCCC5)c1	13.3
C[C@@H]1CCCCO[C@@H](CN(C)C)[C@@H](C)CN([C@H](C)CO)C(=O)c2cc(NC(=O)Nc3ccccc3)ccc2O1	5.6
COc1ccc(N(CC(=O)O)S(C)(=O)=O)cc1	-4.2
CCCCCN=C(N)N/N=C/c1c[nH]c2ccc(OC)cc12	-6.6
C[C@H]1CN([C@@H](C)CO)C(=O)Cc2cc(NC(=O)C3CC3)ccc2O[C@@H]1CN(C)C	-8.5
C[C@H]1CN([C@@H](C)CO)C(=O)c2cccc(NC(=O)c3cnccn3)c2O[C@@H]1CN(C)C(=O)Nc1ccc(C(F)(F)F)cc1	1.4
COc1ccc2c(c1)CCC1C2CCC2(C)C1C[C@@H](O)C2O (stereo partly specified)	3.3
C[C@@H]1CN([C@@H](C)CO)C(=O)Cc2cc(NC(=O)CCC(F)(F)F)ccc2O[C@@H]1CN(C)CC1CCCCC1	-4.7
O=C1CSc2cc(S(=O)(=O)N3CC=C(c4ccccc4)CC3)ccc2N1	0.2
CCOC(=O)c1c(NC(=O)c2ccccc2N(C)S(C)(=O)=O)sc2c1CCCC2	9.7
Cc1noc(C)c1NC(=O)N(C)C[C@@H]1Oc2c(NS(C)(=O)=O)cccc2C(=O)N([C@@H](C)CO)C[C@@H]1C	0.1
C[C@H](CO)N1C[C@H](C)[C@@H](CN(C)C(=O)Nc2ccc3c(c2)OCO3)Oc2ccc(NS(=O)(=O)c3ccc(Cl)cc3)cc2C1=O	-11.3
Cc1ccc(-c2csc3ncnc(SCc4csc(C)n4)c23)cc1	18.3
O=C(Nc1cccc(S(=O)(=O)C(F)F)c1)c1ccc(S(=O)(=O)N2CCOCC2)cc1	4.1
COC(=O)c1cc(OC)c(OC)cc1NC(=O)COc1ccc(Br)cc1Cl	-0.3
O=C(O)CCCCCC(=O)N/N=C/c1cccnc1Br	6.8
C[C@H](CO)N1C[C@H](C)[C@@H](CN(C)CC2CCCCC2)Oc2c(NC(=O)Nc3ccccc3)cccc2C1=O	74.3
C[C@@H]1CN([C@H](C)CO)C(=O)c2cccc(NC(=O)C3CCCCC3)c2O[C@H]1CN(C)Cc1ccc(Oc2ccccc2)cc1	40.5
Cc1noc(C)c1NC(=O)N(C)C[C@@H]1Oc2ccc(NS(C)(=O)=O)cc2CC(=O)N([C@H](C)CO)C[C@H]1C	25.0

Ordered by heavy-atom count (descending): some entries from above
SMILES	U2OS ROS induce
C[C@H](CO)N1C[C@H](C)[C@@H](CN(C)C(=O)Nc2ccc3c(c2)OCO3)Oc2ccc(NS(=O)(=O)c3ccc(Cl)cc3)cc2C1=O	-11.3
Cc1noc(C)c1NC(=O)N(C)C[C@@H]1Oc2c(NS(C)(=O)=O)cccc2C(=O)N([C@@H](C)CO)C[C@@H]1C	0.1
CCOC(=O)c1c(NC(=O)c2ccccc2N(C)S(C)(=O)=O)sc2c1CCCC2	9.7
COC(=O)c1cc(OC)c(OC)cc1NC(=O)COc1ccc(Br)cc1Cl	-0.3
Cc1ccc(-c2csc3ncnc(SCc4csc(C)n4)c23)cc1	18.3
O=C(O)CCCCCC(=O)N/N=C/c1cccnc1Br	6.8

The list continues:
SMILES	U2OS ROS induce
COc1cc(NC(=O)COc2cc(Cl)c(Cl)cc2Cl)ccc1NC(=O)c1cc2ccccc2o1	-3.2
O=C(CCCCCC(=O)Nc1ccccc1O)N/N=C/c1cccc(C(=O)O)c1	53.7
C[C@H](CO)N1C[C@H](C)[C@H](CN(C)C(=O)C2CC2)OCc2cnnn2CCCC1=O	2.4
COc1ccc(-n2c(SCC(=O)Nc3ccc(F)cc3F)nnc2-c2ccco2)cc1	18.4
CN(C)c1ccc(/C=N/NC(=O)c2ccccc2O)cc1	-14.4
C[C@H]1CN([C@@H](C)CO)C(=O)c2cccc(NC(=O)NC3CCCCC3)c2O[C@H]1CN(C)Cc1ccc2c(c1)OCO2	-2.6
C[C@H]1CN([C@@H](C)CO)C(=O)Cc2cc(NS(=O)(=O)c3ccc(Cl)cc3)ccc2O[C@@H]1CN(C)S(=O)(=O)c1ccc(Cl)cc1	83.9*
COc1ccc(CN(C)C[C@@H]2Oc3ccc(NS(=O)(=O)c4ccc(OC)cc4)cc3C(=O)N([C@@H](C)CO)C[C@H]2C)cc1	-1.9
COC(=O)c1c(C(=O)OC)c2n(c1C)CSC2	5.3
COc1ccc(NC(=O)N(C)C[C@@H]2Oc3ccc(NC(=O)NC4CCCCC4)cc3C(=O)N([C@H](C)CO)C[C@@H]2C)cc1	1.8
Cc1cc(-n2nc3ccccc3n2)c2oc(SCc3nnc(-c4ccccc4)o3)nc2c1	3.0
CSc1nc(N/C=C(\C#N)S(=O)(=O)c2ccccc2Cl)nc(C2CC2)n1	22.0
C[C@H]1CN([C@@H](C)CO)C(=O)c2cccc(NC(=O)C3CC3)c2O[C@H]1CN(C)C(=O)Nc1ccccc1	-6.3
O=S(=O)(c1cccc2cccnc12)N1CCN(Cc2cccc(OCCO)c2)CC1	5.8
O=C(NCc1ccccn1)Nc1ccc([N+](=O)[O-])cc1	-4.5
NC(=O)c1ccc(N2CCN(C(c3ccccc3)c3ccccc3)CC2)nc1	2.3
O=C(Cn1cnc2ccccc2c1=O)Nc1ccccc1Br	10.2
Cc1ccc(OCCCCSc2nc(C)cc(=O)[nH]2)c(C)c1	17.7
C[C@H]1CN([C@@H](C)CO)C(=O)c2cccc(NS(=O)(=O)c3ccc(F)cc3)c2O[C@H]1CN(C)Cc1ccc(-c2ccccc2)cc1	59.6
Cc1cc(C(=O)Nc2cccc3c2O[C@H](CN(C)Cc2ccc(Cl)c(Cl)c2)[C@H](C)CN([C@H](C)CO)C3=O)n(C)n1	6.1
CC(C)(C)NC(=S)NC1CC1	-1.6
C[C@@H]1CN([C@H](C)CO)C(=O)c2cccc(NS(=O)(=O)c3ccccc3)c2O[C@@H]1CN(C)S(=O)(=O)c1ccccc1	-3.1
OC(CSc1cccc2cccnc12)Cn1c2ccccc2c2ccccc21 (stereo unspecified)	-24.5
CC(C)NC(=O)Nc1ccc2c(c1)C(=O)N([C@H](C)CO)C[C@@H](C)[C@H](CN(C)S(C)(=O)=O)O2	1.8
COC(=O)c1cc(O)cc(OC)c1Oc1c(Cl)c(C)c(Cl)c(O)c1C(=O)O	-13.5
O=C(NCc1cccnc1)c1ccc(Cl)c(S(=O)(=O)N2CCOCC2)c1	-3.7
C[C@@H]1CN([C@H](C)CO)C(=O)Cc2cc(NC(=O)CCCCCC(=O)Nc3ccccc3N)ccc2O[C@H]1CN(C)Cc1ccc(-c2ccccc2)cc1	18.1
Cc1noc(C)c1NC(=O)Nc1ccc2c(c1)C(=O)N([C@H](C)CO)C[C@H](C)[C@H](CN(C)C(=O)Nc1c(C)noc1C)O2	0.1
O=C(CSc1nnc(-c2ccccc2)n1-c1ccccc1)c1cccc([N+](=O)[O-])c1	24.1
C=CCNC(=O)[C@H]1[C@@H]2C(=O)O[C@@H](c3ccccc3)[C@@H](c3ccccc3)N2[C@@H](c2ccc(OCCO)cc2)[C@]12C(=O)N(C(=O)OCCOC)c1ccc(C#Cc3ccc(OC)cc3)cc12	5.1

Some of the entries so far, in markdown.
| canonical_smiles | U2OS ROS induce |
| --- | --- |
| C=CCNC(=O)[C@H]1[C@@H]2C(=O)O[C@@H](c3ccccc3)[C@@H](c3ccccc3)N2[C@@H](c2ccc(OCCO)cc2)[C@]12C(=O)N(C(=O)OCCOC)c1ccc(C#Cc3ccc(OC)cc3)cc12 | 5.1 |
| O=C(NCc1cccnc1)c1ccc(Cl)c(S(=O)(=O)N2CCOCC2)c1 | -3.7 |

Further entries follow.
SMILES	U2OS ROS induce
C[C@H]1CN([C@@H](C)CO)C(=O)c2cccc(NS(=O)(=O)c3ccc(F)cc3)c2O[C@@H]1CN(C)C(=O)Nc1cccc2ccccc12	8.7
Cc1ccc(Nc2nc(CSc3nnnn3-c3ccccc3)cc(=O)[nH]2)cc1	29.4
Cc1cc(C)nc(SC2CCCCC2NS(=O)(=O)c2ccc(Cl)cc2)n1 (stereo unspecified)	0.3
CNC[C@H]1Oc2ccc(NC(=O)Nc3ccccc3)cc2CC(=O)N([C@@H](C)CO)C[C@@H]1C	-13.4
COc1ccc(S(=O)(=O)N(C)CC(=O)Nc2ccc(I)cc2)cc1C	3.8
Cc1nnc(N2C(=N)S/C(=C\c3ccccc3Cl)C2=O)s1	7.3
COC(=O)Cn1c(CCS(=O)(=O)c2ccc(Cl)cc2)nc2ccccc21	27.6
CC(C)NC(=O)Nc1cccc2c1O[C@@H](CN(C)C(=O)NC(C)C)[C@H](C)CN([C@H](C)CO)C2=O	-8.4
Cc1ccc(SCCC(=O)Nc2c(C)n(C)n(-c3ccccc3)c2=O)cc1	-8.8
CN(CC(=O)Nc1cccc2c1CCCC2)S(=O)(=O)c1ccc(Br)cc1	-9.1
COC(=O)C1=C(C)NC(=O)NC1c1cccc(OC)c1OCc1ccccc1 (stereo unspecified)	11.0
COc1ccc(NC(=O)Nc2ccc3c(c2)C(=O)N([C@H](C)CO)C[C@@H](C)[C@@H](CN(C)Cc2ccc4c(c2)OCO4)O3)cc1	13.6
Cc1ccc(S(=O)(=O)Nc2ccc3c(c2)CC(=O)N([C@H](C)CO)C[C@H](C)[C@H](CN(C)Cc2ccc4c(c2)OCO4)O3)cc1	17.8
C[C@H]1CN([C@@H](C)CO)C(=O)c2cc(NS(=O)(=O)c3ccccc3)ccc2O[C@H]1CN(C)Cc1ccccc1	1.6
C[C@H]1CN([C@@H](C)CO)C(=O)c2cc(NS(=O)(=O)c3ccc(F)cc3)ccc2O[C@H]1CN(C)C(=O)Nc1ccc(C(F)(F)F)cc1	21.5
C[C@@H]1CN([C@H](C)CO)C(=O)Cc2cc(NS(C)(=O)=O)ccc2O[C@@H]1CN(C)Cc1ccc(Cl)c(Cl)c1	7.4
Cc1noc(C)c1S(=O)(=O)N(C)C[C@H]1Oc2c(NS(=O)(=O)c3cn(C)cn3)cccc2C(=O)N([C@@H](C)CO)C[C@@H]1C	-4.3
C[C@@H]1CN([C@@H](C)CO)C(=O)CCCn2cc(nn2)CO[C@H]1CN(C)Cc1cccc(O)c1	-24.8
CNC(=O)c1cccc(NC(=S)NC)c1	-11.5
COc1ccc(NC(=O)N(C)C[C@@H]2OCCCC[C@@H](C)Oc3ccc(NC(=O)Cc4ccccc4)cc3C(=O)N([C@H](C)CO)C[C@@H]2C)cc1	9.6
O=C1c2ccccc2C(=O)N1Cc1ccncc1	20.1
C[C@H](CO)N1C[C@H](C)[C@H](CN(C)Cc2ccc(C(=O)O)cc2)Oc2ccc(NC(=O)C3CCCCC3)cc2C1=O	15.0
Cc1noc(C)c1S(=O)(=O)Nc1ccc2c(c1)C(=O)N([C@H](C)CO)C[C@@H](C)[C@H](CN(C)C(=O)Nc1ccc3c(c1)OCO3)O2	2.9
CNC[C@@H]1OCCCC[C@@H](C)Oc2ccc(NS(=O)(=O)c3ccc(F)cc3)cc2C(=O)N([C@H](C)CO)C[C@@H]1C	19.0
CCOC(=O)c1c(NC(=O)CSc2nccc(C)n2)sc2c1CCCC2	32.4
Cc1cccc(C)c1OCC(=O)Nc1cccnc1	-2.0
C[C@H]1CN([C@@H](C)CO)C(=O)c2cccc(NS(=O)(=O)c3ccc(Cl)cc3)c2O[C@@H]1CN(C)C(=O)Nc1ccccc1	-4.5
COc1ccc(-c2ccc(=O)n(CC(=O)N(C)c3ccccc3)n2)cc1	-7.6
